Assay outcomes as filed in PubChem.
STK33 kinase inh – inhibitors of human STK33 kinase; inhibition, % at 10 µM; purified STK33, MBP phosphorylation, ADP-Glo luminescence; Q9BYT3; hit rate 0.073% among 320,000;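 active means inhibition at or above 25%, using the most active replicate where run in duplicate; inactive means inhibition below 25%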
Target sequence (Q9BYT3 whole entry, looked up): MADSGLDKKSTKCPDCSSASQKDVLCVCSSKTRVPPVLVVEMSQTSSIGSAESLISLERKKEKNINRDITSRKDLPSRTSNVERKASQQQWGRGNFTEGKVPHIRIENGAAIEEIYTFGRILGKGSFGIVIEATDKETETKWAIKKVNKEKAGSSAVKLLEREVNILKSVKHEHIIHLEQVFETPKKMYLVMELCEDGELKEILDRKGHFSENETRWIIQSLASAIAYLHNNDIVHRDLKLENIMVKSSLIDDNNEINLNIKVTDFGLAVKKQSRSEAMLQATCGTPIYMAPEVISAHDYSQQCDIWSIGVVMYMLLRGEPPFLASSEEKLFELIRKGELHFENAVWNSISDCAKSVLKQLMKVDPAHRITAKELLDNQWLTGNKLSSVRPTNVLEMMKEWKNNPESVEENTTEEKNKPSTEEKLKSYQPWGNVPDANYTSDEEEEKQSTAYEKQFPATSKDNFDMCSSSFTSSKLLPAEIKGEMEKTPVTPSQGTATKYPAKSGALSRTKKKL
OX1R FRET antag – antagonists of human orexin 1 receptor (OX1R). AID 485270. inhibition, % at 6.6 µM. hit rate 1.8% among 330,000. OX1R-expressing cells, FRET antagonist read-out; in the data active means inhibition mostly above about 38%, no sharp cut-off; inactive means mostly below about 40%;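 further: 0% = agonist challenge alone and 100% = reference antagonist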
Target sequence (O43613 whole entry, looked up): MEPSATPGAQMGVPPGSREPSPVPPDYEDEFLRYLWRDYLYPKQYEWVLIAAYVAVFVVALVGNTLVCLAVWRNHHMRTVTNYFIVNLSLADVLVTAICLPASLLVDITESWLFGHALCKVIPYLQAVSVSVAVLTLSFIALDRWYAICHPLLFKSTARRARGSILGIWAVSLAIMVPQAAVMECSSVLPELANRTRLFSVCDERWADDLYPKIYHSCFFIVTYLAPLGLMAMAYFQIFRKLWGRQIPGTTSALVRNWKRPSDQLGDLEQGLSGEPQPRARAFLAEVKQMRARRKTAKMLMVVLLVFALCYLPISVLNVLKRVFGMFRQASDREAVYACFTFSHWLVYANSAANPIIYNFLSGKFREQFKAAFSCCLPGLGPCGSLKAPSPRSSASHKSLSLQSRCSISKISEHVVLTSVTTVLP
* marks the source's active call; other numbers are inactive results; . = no result given.

OX1R FRET antag	STK33 kinase inh	compound
16.4	-0.6	O=C(NCCCn1ccnc1)C1CC(c2cccc(Br)c2)=NO1 (stereo unspecified)
3.9	5.4	COCC(=O)N(C)CC1CCCN(CCc2ccccc2OC)C1 (stereo unspecified)
19.3	-1.6	CCOC(=O)CN1C(=O)CCSc2ccc(Cl)cc21
15.7	0.3	COCCNC(=S)N/N=C(\C)c1ccccc1F
9.7	-1.2	Cc1cc(C)c2nc(-c3ccccn3)cc(C(=O)NCc3cc(C)n(C)n3)c2c1
17.3	-1.6	O=C(Nc1ccc(-c2csc(Nc3cccc(C(F)(F)F)c3)n2)cc1)c1ccccc1
2.0	1.5	CC(=O)C1=C(O)C(=O)N(Cc2ccco2)C1c1ccc(F)cc1 (stereo unspecified)
70.6*	-0.5	Cc1cccc2cc(C#N)c(SCC(=O)N3CC(=O)Nc4ccccc43)nc12
21.9	-0.4	COc1cc(C#N)ccc1OCC(=O)Nc1ccc(C)c(S(=O)(=O)N2CCOCC2)c1
19.9	-3.2	COc1cc2[nH]c(=O)n(Cc3ccc(C(=O)NCCCN4CCN(C)CC4)cc3)c(=O)c2cc1OC
6.8	0.2	Cc1n[nH]c(=O)nc1NCc1ccco1
18.3	-0.7	O=C(Nc1ccc(C#Cc2ccccc2)cc1)C1CC1
16.6	-0.4	CC1(CCc2ccc3c(c2)OCO3)NC(=O)c2ccccc2N1 (stereo unspecified)
1.8	-1.3	COc1cc(CC(=O)OCC(=O)NCc2ccco2)cc(OC)c1OC
8.4	0.1	COc1ccccc1NC(=O)N1CCC(c2nc3ccccc3o2)CC1
14.2	-0.3	Cc1ccc(NC(=S)NNC(=S)Nc2ccc(C)cc2C)cc1
6.6	0.1	CCn1c(S(=O)(=O)O)nc2ccccc21
14.3	-0.4	O=C(c1ccccc1)c1coc2ccc(O)c(CN3CCOCC3)c12
14.9	-1.4	Cc1ccc2c(c1)N(C(=O)CCC(=O)NCc1ccccc1)CC(C)O2 (stereo unspecified)
7.5	-2.1	NS(=O)(=O)c1cccc(NC(=O)CSc2nnc(C3CC3)n2-c2ccccc2)c1
21.8	-0.3	COc1ccc2c(c1)CC/C2=N\OC(=O)c1ccccc1OC
29.1	0.2	CC(C(=O)OCC(=O)Nc1ccc2c(c1)OCO2)N1C(=O)c2ccccc2C1=O (stereo unspecified)
32.3	8.5	Cc1cnc(NC(=O)c2ccc(OCC3CCCO3)cc2)s1 (stereo unspecified)
4.7	-0.1	O=C(c1cc(C2CC2)on1)N1CCN(C(c2ccccc2)c2ccccc2)CC1
22.7	-1.2	COc1cc(C(=O)NCc2ccc(-c3nc4ccccc4o3)cc2)cc(OC)c1OC
12.1	-2.0	O=C1CC(C2CCCO2)C(=O)N1Cc1ccccc1 (stereo unspecified)
3.7	-1.2	O=C(Nc1cccc(O)c1)C1CC(c2ccc(Cl)cc2)=NO1 (stereo unspecified)
13.1	-0.2	Cc1ccccc1NC(=O)CCC(=O)N/N=C/c1cccnc1
3.9	-1.6	C=CCOc1nc2c(c(=O)n(C)c(=O)n2C)n1C
13.2	1.2	CC(C)CNc1nc(N)c([N+](=O)[O-])c(NCC2CCCO2)n1 (stereo unspecified)
13.4	-0.1	O=c1nc2ccccn2c2ccc(S(=O)(=O)N3CCCCC3)cc12
16.4	0.3	CC(C)CCn1cnc2c(NCc3ccccc3)ncnc21
39.3*	0.1	CC(C)N(Cc1nc(-c2ccccc2)no1)C(=O)CSc1ccccc1
24.2	0.0	N#Cc1nc(-c2ccc(OCc3ccc(Cl)cc3)cc2)oc1NCc1cccnc1
7.2	-0.6	Cc1ccc(SCC(=O)N/N=C/c2ccco2)cc1
11.8	1.2	CCCN1CCN(CCCNC(=O)C2CCN(c3nnc(-n4c(C)ccc4C)s3)CC2)CC1
20.8	1.2	Cc1ccc(-c2ccc(=O)n(CC(=O)NCC3COCCO3)n2)cc1 (stereo unspecified)
5.8	-0.6	COC(=O)c1cc(S(=O)(=O)NCc2ccc(F)cc2)cn1C
15.3	-0.6	NC(=O)CC1SC(N)=NC1=O (stereo unspecified)
27.7	-1.0	O=C(Oc1ccc(/C=N/O)cc1)c1ccccc1Cl
12.2	-1.0	O=C(Cc1ccsc1)N1CCN(S(=O)(=O)c2cccc(F)c2)CC1
4.7	-0.5	Cc1cc(NC(=O)CSc2nnc(-c3ccccc3Cl)o2)no1
10.8	-2.8	COc1cccc(C(=O)NCC(c2ccc3c(c2)OCO3)N2CCN(c3ccc(F)cc3)CC2)c1 (stereo unspecified)
10.7	-0.2	Cc1nc2sccn2c(=O)c1S(=O)(=O)Nc1ccc(N2CCN(S(C)(=O)=O)CC2)cc1
16.0	0.8	CC12CCC(C(=O)N(NC(=O)c3cccnc3)C1=O)C2(C)C (stereo unspecified)
2.6	-0.9	CCOc1ccccc1C(=O)OC(C)C(=O)Nc1ccc(S(=O)(=O)N2CCCC2)cc1 (stereo unspecified)
44.5	0.1	O=C(Nc1ccc(Cl)c(Cl)c1)O/N=C/c1ccncc1
29.6	-0.5	COc1cccc(NC(=O)CCC(=O)N2CC(C)Oc3ccc(C)cc32)c1 (stereo unspecified)
3.5	-0.5	Cc1cc(O)c(-c2n[nH]c3c2C(c2cccc(O)c2)N(Cc2cccnc2)C3=O)cc1Cl (stereo unspecified)
9.8	1.6	Cc1ccn2cc(CCNC(=O)C3CC=CCC3C(=O)O)nc2c1 (stereo unspecified)
12.0	0.0	COc1ccc(C)cc1NC(=O)n1ncc2cc(Cl)ccc21
33.6	-1.4	COc1cccc(NC(=O)CSc2nnc(-c3cc(-c4ccccn4)nc4ccccc34)o2)c1
14.4	-1.8	COc1ccc(-c2nn(-c3ccccc3)cc2/C=N/NC(N)=S)cc1OC
14.3	-0.4	COc1ccc2nc(NC(=O)CCNS(=O)(=O)c3ccc4c(c3)oc(=O)n4C)sc2c1
6.2	-0.6	Cc1c(C(=O)N2CCN(Cc3ccccc3)CC2)oc2c1C(=O)CCC2
4.0	-0.4	COc1ccc(OCc2cc(C(=O)NCc3cccc(C)n3)no2)c(Cl)c1
-3.7	-1.2	CC(=O)N/N=C(\C)C1COc2ccccc2O1 (stereo unspecified)
7.9	1.0	CC1CCCN(C(c2ccccc2)c2sc3ncnn3c2O)C1 (stereo unspecified)
43.3*	.	COc1ccc(-n2nc3cc(N)c(Br)cc3n2)cc1
47.2	-1.4	Cn1c2ccccc2c(=O)c2cc(C#Cc3ccsc3)ccc21

The list continues:
OX1R FRET antag	STK33 kinase inh	compound
5.6	-1.0	COC(=O)c1nn(-c2ccccc2)c(Cl)c1/C=N/OCc1c(Cl)cccc1Cl
12.9	2.4	CCOc1ccc(Nc2ncnc3c2nnn3Cc2ccccc2)cc1
11.6	-2.3	CC1CCC(=NNC(=O)c2ccccc2-n2cccc2)CC1 (stereo unspecified)
-6.3	1.6	Cc1nnsc1S(=O)c1ccc(Cl)cc1 (stereo unspecified)
2.7	-0.3	Cc1ccc(NC(=O)CCC(=O)N/N=C/c2cccs2)cc1
12.9	0.2	Cc1cc(C)c(NC(=O)C2CCN(c3cnccn3)CC2)c(C)c1
11.1	0.1	NC(=S)NNC(=O)/C(=C/c1ccc(Br)cc1)NC(=O)c1ccccc1
19.8	1.3	CC(=O)c1sc(NC(=O)c2c(F)cccc2F)nc1-c1ccccc1
4.7	-1.3	CN(C)S(=O)(=O)c1ccc(C(=O)Nc2nnc(-c3ccc4c(c3)CCCC4)o2)cc1
22.4	0.9	CCOC(=O)c1c(N)sc(C(=O)Nc2ccccc2)c1C
5.7	.	Cc1ccnc(NC(=O)CNC(=O)c2ccc(C)s2)c1
12.4	-1.8	Cc1ccc(NC(=O)c2cc(C)n(-c3cccc(C)c3)c2C)cc1
15.6	-2.2	COc1ccc(/C=N/NC(=O)CCCOc2ccc(Cl)cc2Cl)cc1
7.7	-0.2	O=C(Nc1cc(Cl)cc(Cl)c1)c1coc(=O)c(Br)c1
8.2	-35.8	CC(=O)N1CCN(C(=O)c2cc(S(=O)(=O)N3CCCCC3)ccc2Cl)CC1
29.8	0.0	CN1C(=O)C(O)(C2CCCCCC2=O)c2ccccc21 (stereo unspecified)
27.2	-1.5	Cc1cc(-n2cccn2)ccc1CN1CCN(C2CCCC2)C(CCO)C1 (stereo unspecified)
11.7	-0.5	CCOCCc1nnc(NC(=O)COC)s1
37.7	-1.0	CCOCc1nnc(NC(=O)C2CCN(C(=O)c3ccco3)CC2)s1
.	-1.0	Cc1c(Cl)cccc1NC(=O)CSc1ncnc2c1cnn2CCO
4.0	-0.9	COc1cc(OC)c(S(=O)(=O)N2CCN(C(=O)c3ccco3)CC2)cc1NC(C)=O
53.5	0.6	Clc1ccc2[nH]cc(-c3nnnn3-c3ccc4ccccc4c3)c2c1
7.0	1.1	CCc1ccc(NC2Nc3cc(C)nn3S2)cc1 (stereo unspecified)
70.7*	0.1	COc1ccc(C(=O)/C=C/Nc2ccc(S(=O)(=O)Nc3cccc(C(C)=O)c3)cc2)cc1
0.7	0.0	COc1ccc(C)cc1NC(=O)CN1CCN(S(=O)(=O)c2ccc(C(C)C)cc2)CC1
8.5	4.1	COc1ccc(NC(=S)Nc2cc(C)[nH]n2)cc1Cl
12.4	0.2	C=CCOC(=O)C1=C(C)NC(=S)C(C#N)(CC=C)C1c1ccccc1Cl (stereo unspecified)
3.1	0.1	CN(CC(=O)Nc1cccc(F)c1)C(=O)C1CCN(C(=O)c2ccc(Cl)cc2)CC1
9.3	-0.9	O=S(=O)(c1cccc(F)c1)N1CCN(c2ncnc3scc(-c4ccc(F)cc4)c23)CC1
27.4	-2.1	Cc1sc2ncnc(NCc3ccccc3)c2c1C

Complete entries, looked up by structure.
Entry for O=S(=O)(c1cccc(F)c1)N1CCN(c2ncnc3scc(-c4ccc(F)cc4)c23)CC1 : OX1R FRET antag: 9.3; STK33 kinase inh: -0.9
Entry for Clc1ccc2[nH]cc(-c3nnnn3-c3ccc4ccccc4c3)c2c1 : OX1R FRET antag: 53.5; STK33 kinase inh: 0.6

The listing picks up, starting 5 compounds before the break.
OX1R FRET antag	STK33 kinase inh	compound
8.5	4.1	COc1ccc(NC(=S)Nc2cc(C)[nH]n2)cc1Cl
12.4	0.2	C=CCOC(=O)C1=C(C)NC(=S)C(C#N)(CC=C)C1c1ccccc1Cl (stereo unspecified)
3.1	0.1	CN(CC(=O)Nc1cccc(F)c1)C(=O)C1CCN(C(=O)c2ccc(Cl)cc2)CC1
9.3	-0.9	O=S(=O)(c1cccc(F)c1)N1CCN(c2ncnc3scc(-c4ccc(F)cc4)c23)CC1
27.4	-2.1	Cc1sc2ncnc(NCc3ccccc3)c2c1C
27.3	2.8	COc1ccc(C(=O)N[C@H](C(=O)NCc2cccs2)C(C)C)cc1
18.2	3.2	CN1CCN(CCCNC(=O)c2cc3c(=O)n(C)c4ccccc4c3s2)CC1
44.5	-1.6	COc1ccc(C(=O)CSc2nnc(CNc3ccc(C)cc3C)n2Cc2ccco2)cc1
6.6	-2.0	Cc1cc(C)c(C(=O)COC(=O)C2CCN(c3ccc(C(F)(F)F)cn3)CC2)c(C)c1
5.5	0.5	Cc1no[n+]([O-])c1COc1ccc(/C=C(\C#N)C(N)=O)cc1
13.3	-2.2	O=S(=O)(c1ccccc1F)N1CCN(CC(O)c2ccccc2)CC1 (stereo unspecified)
8.0	-0.5	CC(C)CN1C(=O)c2ccc(NC(=O)c3cccs3)cc2C1=O
12.9	0.2	COc1ccc(NC(=O)CNC(=O)Cn2cnc3sc4c(c3c2=O)CCCC4)cc1OC
29.8	-2.5	CCn1nc(C)cc1C(=O)N1CCCC(N2CCN(c3cccc(Cl)c3)CC2)C1 (stereo unspecified)
15.7	0.0	Cc1cc2oc(=O)cc(Cn3ccnc3)c2cc1C
25.7	-1.5	O=C(NC1CCN(Cc2cccc([N+](=O)[O-])c2)CC1)c1ccccc1
10.0	0.8	Cc1cc(OCC(=O)NCC(O)c2ccccc2)c2c(C)cc(=O)oc2c1 (stereo unspecified)
11.2	-2.0	CCc1ccc(NC(=O)N2CCC(c3ccccc3)C2)cc1 (stereo unspecified)
11.2	-1.5	NC(=O)CS(=O)(=O)c1nc2ccccc2n1Cc1ccccn1
10.0	-1.4	O=C(COc1cccc(C(F)(F)F)c1)NCC(c1ccco1)N1CCCC1 (stereo unspecified)
18.8	-1.2	COCCn1c(C)cc(/C=C(\C#N)C(=O)OC(C)C(=O)Nc2ccc(NC(C)=O)cc2)c1C (stereo unspecified)
14.3	-1.2	CC1=Nc2ccc3ccccc3c2C1(C)C
24.8	-0.8	CCOC(=O)C1CCCN(CCC(=O)Nc2ccccc2)C1 (stereo unspecified)
3.9	-2.0	Cc1cc(C)n2nc(C(=O)Nc3ccc(S(=O)(=O)N(C)C)cc3)nc2n1
8.6	-0.1	CC(NC(=O)c1ccc(C#N)cc1)C1CC2CCC1C2 (stereo unspecified)
10.2	-0.1	O=C(O)CC(NS(=O)(=O)c1c(F)cc(F)cc1Br)c1ccccc1Cl (stereo unspecified)
16.0	-0.8	CCc1ccccc1NC(=O)c1cnc2n(c1=O)CCS2
14.9	-0.4	Cc1ccc(C(=O)NCC(=O)OCCCOC(=O)CNC(=O)c2ccc(C)cc2)cc1
2.4	-1.6	Cc1ccc(C(OCC(O)CN2CCCCC2CO)c2ccccc2)cc1 (stereo unspecified)
17.3	-2.1	COc1ccc(NC(=O)CSC2=C(C#N)C(c3ccco3)C3=C(CCCC3=O)N2)c(OC)c1 (stereo unspecified)
19.6	-0.3	COc1ccc(OCCCC(=O)N2CCCc3ccccc32)cc1
0.9	-0.6	COc1ccccc1NC(=O)Nc1cccnc1
7.8	-1.0	COc1ccc(/C=C(/NC(=O)c2ccccc2)C(=O)NCCN2CCOCC2)cc1OC
6.6	-1.6	S=C(NCc1cccnc1)Nc1ccc(Cl)cc1

3 structures out of the list, sorted by number of heavy atoms, largest number first:
OX1R FRET antag	STK33 kinase inh	compound
18.8	-1.2	COCCn1c(C)cc(/C=C(\C#N)C(=O)OC(C)C(=O)Nc2ccc(NC(C)=O)cc2)c1C (stereo unspecified)
14.9	-0.4	Cc1ccc(C(=O)NCC(=O)OCCCOC(=O)CNC(=O)c2ccc(C)cc2)cc1
13.3	-2.2	O=S(=O)(c1ccccc1F)N1CCN(CC(O)c2ccccc2)CC1 (stereo unspecified)
